Screening data: PubChem BioAssay, Sanford-Burnham Center for Chemical Genomics
tim10-1 inh: growth inhibitors of tim10-1 mutant yeast, primary screen, luminescence, uHTS | S. cerevisiae tim10-1 ts strain growth, BacTiter-Glo, 24 h | inhibition, % at 20 µM | 330,000 compounds, 2.2% hits | AID 463190, 2010;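 active means inhibition of at least 40%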;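 further: mutant grown at 25 °C; 0% = DMSO wells with yeast and 100% = wells holding no yeast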
Apaf1 inhib: inhibitors of human Apaf-1 apoptosome, primary screen, biochemical, DEVD-Rh110 fluorescence, uHTS | Apoptotic protease-activating factor 1 (Homo sapiens), O14727 | reconstituted apoptosome caspase-3 activity | inhibition, % at 20 µM | 330,000 compounds, 0.71% hits | AID 489030, 2010; active means inhibition of at least 40% at 20 µM;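 further: plate controls were DMSO wells for no effect and DEVD-CHO caspase inhibitor wells for full effect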
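detection = Rh110 fluorescence intensity | test system = biochemical Apaf-1 apoptosome reconstitution | also added = cytochrome c and DEVD-Rh110 substrate | schedule = 30 min plus 50 min, RT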
hIAP inh: human IAP inhibitors, primary screen, biochemical, luminescence, uHTS; Intestinal-type alkaline phosphatase (Homo sapiens), P09923; purified IAP, CDP-Star luminescence, 30 min; inhibition, % at 10 µM; 330,000 compounds, 0.12% hits;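 active means inhibition reaching a set limit with compound at 10 µM in the primary screen, cut at about 35% in these data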;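 further: plate controls were DMSO wells with enzyme for no effect and no-enzyme buffer wells for full effect; values of inactives mirror those of a sister screen read the other way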
Target sequence (P09923 whole entry, looked up): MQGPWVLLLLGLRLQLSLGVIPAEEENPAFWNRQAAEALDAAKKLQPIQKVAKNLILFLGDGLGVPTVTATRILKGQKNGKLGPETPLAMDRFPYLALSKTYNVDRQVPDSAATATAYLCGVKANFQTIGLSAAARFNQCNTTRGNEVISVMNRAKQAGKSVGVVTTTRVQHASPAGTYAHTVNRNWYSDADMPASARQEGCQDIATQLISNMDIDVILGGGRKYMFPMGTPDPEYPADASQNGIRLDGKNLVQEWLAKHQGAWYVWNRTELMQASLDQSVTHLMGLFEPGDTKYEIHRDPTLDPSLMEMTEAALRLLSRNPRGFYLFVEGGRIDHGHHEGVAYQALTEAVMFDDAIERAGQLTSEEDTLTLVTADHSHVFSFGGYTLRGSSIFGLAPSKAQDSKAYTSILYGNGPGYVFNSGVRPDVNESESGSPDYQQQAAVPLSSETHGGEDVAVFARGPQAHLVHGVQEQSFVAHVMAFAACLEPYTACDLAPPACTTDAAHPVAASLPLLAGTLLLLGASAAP
hIAP activ: human IAP activators, primary screen, biochemical, luminescence, uHTS. Intestinal-type alkaline phosphatase (Homo sapiens), P09923. purified human IAP, CDP-Star luminescence, 30 min; active compounds read high; 1 = vehicle-only enzyme, 0 = enzyme-free background. activation factor at 10 µM. 330,000 compounds, 0.16% hits. AID 2524, 2010;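 active means activation factor of the enzyme at least 2-fold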; further: the source names both 10 and 20 µM as test concentration; values of inactives mirror those of a sister screen read the other way
mIAP activ: activators of mouse IAP, primary screen, biochemical, luminescence, uHTS. muIAP, CDP-Star luminescence, 30 min; active compounds read high; 1 = vehicle-only enzyme signal, 0 = enzyme-free wells. activation factor at 10 µM. 330,000 compounds, 0.24% hits. AID 2805, 2010;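 active means activation factor of at least 2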; further: the source names both 10 and 20 µM as test concentration; values of inactives mirror those of a sister screen read the other way
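also added = chemiluminescent substrate CDP-Star | test system = mouse IAP enzyme | signal = chemiluminescence readout | compound = DMSO-dissolved test compounds | incubation = 30 min at room temperature | benchmarks = DMSO wells, no-enzyme wells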
NLRP3 yeast inh: NALP3 inflammasome inhibitors in reconstituted yeast, primary screen, luminescence, uHTS; Yeast reconstituted NLRP3/ASC/caspase-1, beta-gal luminescence, 24 h; inhibition, % at 10 µM; AID 2825, 2010; 330,000 compounds, 0.39% hits;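 active means inhibition of 50% or more; inactive means inhibition below 50%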;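 further: plate controls were induced DMSO wells for no effect and uninduced yeast grown without galactose for full effect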
mIAP block: inhibitors of mouse IAP, primary screen, biochemical, luminescence, uHTS. intestinal alkaline phosphatase [Mus musculus]. purified mouse IAP, CDP-Star luminescence, 30 min. inhibition, % at 10 µM. 330,000 compounds, 0.2% hits. AID 2806, 2010;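 active means inhibition of at least 40% at 10 µM in the primary screen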;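 further: plate controls were DMSO with enzyme for no effect and no enzyme wells for full effect; values of inactives mirror those of a sister screen read the other way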
TIM10 inh: growth inhibitors of isogenic TIM10 control yeast, primary screen, counter-screen for tim10-1 yeast inhibitor project, luminescence, uHTS. inhibition, % at 10 µM. S. cerevisiae TIM10 strain growth, BacTiter-Glo luminescence, 24 h. 330,000 compounds, 1.4% hits;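 active means inhibition of 40% or more at the single tested concentration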;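 further: wild-type TIM10 isogenic control strain grown at permissive 25 °C; 0% = DMSO yeast wells and 100% = minimal medium wells without yeast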
ATG4B inh: ATG4B protease inhibitors, primary screen, biochemical, fluorescence, uHTS; inhibition, % at 8.33 µM; 340,000 compounds, 0.51% hits; ATG4B cleavage of LC3-PLA2, NBD-HPC fluorescence, 1 h; in the data active means inhibition above about 40%
Target sequence (Q9Y4P1 whole entry, looked up): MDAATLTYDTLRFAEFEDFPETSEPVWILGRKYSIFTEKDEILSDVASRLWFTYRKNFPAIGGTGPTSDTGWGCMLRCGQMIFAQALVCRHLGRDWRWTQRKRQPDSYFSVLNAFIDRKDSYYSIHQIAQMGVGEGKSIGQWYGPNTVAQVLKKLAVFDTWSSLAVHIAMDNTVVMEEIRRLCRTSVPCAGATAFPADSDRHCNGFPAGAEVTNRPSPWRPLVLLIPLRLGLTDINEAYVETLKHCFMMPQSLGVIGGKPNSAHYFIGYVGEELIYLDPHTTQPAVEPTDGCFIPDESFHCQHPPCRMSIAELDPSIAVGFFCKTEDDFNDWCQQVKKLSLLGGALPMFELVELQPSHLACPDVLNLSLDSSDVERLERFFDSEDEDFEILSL
Active calls of the source: *. Compounds were not picked by outcome, and some 4.5% of all compounds hit somewhere here.

SMILES	tim10-1 inh	Apaf1 inhib	hIAP inh	hIAP activ	mIAP activ	NLRP3 yeast inh	mIAP block	TIM10 inh	ATG4B inh
Cc1ccc(N2C(=O)CC(Cn3nc(C)cc3C)C2=O)cc1 (centres undefined)	22.6	-1.0	-14.8	1.15	1	8.3	-0.5	-7.5	0.8
COc1ccc(C(=O)NN(C)c2nc(-c3ccccc3)nnc2C(F)(F)F)cc1	0.5	1.4	-6.6	1.07	0.949	18.6	5.1	2.8	-13.3
O=C(NCCS(=O)(=O)N1CCN(c2ccccc2F)CC1)c1c(F)cccc1F	4.5	7.4	-12.3	1.12	1.03	-15.2	-2.6	-2.7	-3.9
COc1cc(/C=N/Nc2nc3ccccc3o2)cc(OC)c1O	-21.9	-7.4	0.3	0.997	0.923	-0.8	7.7	6.4	-7.7
COc1cccc(CNC(=O)CCC2CCCN(Cc3ccc(OC(F)F)cc3)C2)c1 (centres undefined)	9.7	3.9	-3.2	1.03	1.11	7.9	-11.1	-3.2	16.1
CCOC(=O)C1CCN(Cc2cnc(Oc3ccc(C(C)(C)C)cc3)s2)CC1	21.1	24.7	16.7	0.833	1.04	20.1	-3.8	28.3	8.5
COc1ccc(C(=O)N=C2SC3CS(=O)(=O)CC3N2Cc2ccc(F)cc2)cc1 (centres undefined)	12.2	1.5	-12.6	1.13	1.04	16.3	-4.1	-9.6	5.0
CC(OC(=O)C1COc2ccccc2O1)C(=O)N(C)c1ccccc1 (centres undefined)	18.0	-1.8	-11.8	1.12	0.966	6.0	3.4	16.4	-2.1
O=C1CC(C(=O)Nc2ccc(F)c(Cl)c2)N=C(N2CCCCC2)N1 (centres undefined)	3.8	-2.4	-9.3	1.09	0.962	13.1	3.8	4.4	0.8
O=C(CCC(=O)N/N=C/c1cc(Cl)cc(Cl)c1O)NCc1ccccc1	7.1	10.8	-47.8	1.48	0.817	5.6	18.3	10.7	-2.5
CN(C)c1cccc(C(=O)Nc2cccc(F)c2)c1	11.3	5.3	-11.9	1.12	0.943	30.5	5.7	22.3	-2.4
Oc1ccc(/C=N/NC(=S)N2CCOCC2)cc1	10.2	-4.6	-20.0	1.2	1.01	23.4	-0.9	14.8	-1.3

Among those listed so far, these contain an aryl methoxy group.
SMILES	tim10-1 inh	Apaf1 inhib	hIAP inh	hIAP activ	mIAP activ	NLRP3 yeast inh	mIAP block	TIM10 inh	ATG4B inh
COc1ccc(C(=O)NN(C)c2nc(-c3ccccc3)nnc2C(F)(F)F)cc1	0.5	1.4	-6.6	1.07	0.949	18.6	5.1	2.8	-13.3
COc1cc(/C=N/Nc2nc3ccccc3o2)cc(OC)c1O	-21.9	-7.4	0.3	0.997	0.923	-0.8	7.7	6.4	-7.7
COc1cccc(CNC(=O)CCC2CCCN(Cc3ccc(OC(F)F)cc3)C2)c1 (centres undefined)	9.7	3.9	-3.2	1.03	1.11	7.9	-11.1	-3.2	16.1
COc1ccc(C(=O)N=C2SC3CS(=O)(=O)CC3N2Cc2ccc(F)cc2)cc1 (centres undefined)	12.2	1.5	-12.6	1.13	1.04	16.3	-4.1	-9.6	5.0

Further compounds follow.
SMILES	tim10-1 inh	Apaf1 inhib	hIAP inh	hIAP activ	mIAP activ	NLRP3 yeast inh	mIAP block	TIM10 inh	ATG4B inh
COc1cc(=O)n(C)c2ccccc12	-16.1	-7.1	-2.8	1.03	1.13	-0.7	-12.7	-5.6	-5.4
CCOC(=O)c1cc(-c2ccc(OC(F)F)cc2)nc2nc(SC)[nH]c(=O)c12	19.8	-2.8	-4.3	1.04	1.02	1.7	-2.2	-5.0	-4.8
COc1ccccc1N=C1SCC(=O)N1Cc1ccco1	-2.7	-15.2	-12.2	1.12	1.01	5.4	-1.3	9.9	-1.8
COc1ccc(CCCc2nnc(SCC(=O)NN)o2)cc1	9.0	7.7	-15.8	1.16	0.929	5.7	7.1	4.3	-4.9
CCOc1ccccc1N(C)C(=O)c1ccc2c(=O)n3c(nc2c1)CCCCC3	18.0	3.3	-12.3	1.12	0.984	6.0	1.6	18.2	6.2
Cc1ccc2c(c1)nc(-n1nc(C)cc1C)c1nnnn12	31.8	5.7	-5.0	1.05	0.989	4.7	1.1	-5.6	6.1
COc1ccc(S(=O)(=O)N(CC(=O)NCc2ccco2)c2ccccc2)cc1	21.1	2.9	8.5	0.915	1.09	-1.5	-8.7	9.8	-9.0
Cc1cccc(NC(=O)c2ccccc2C(=O)O)c1	-1.9	9.1	2.5	0.975	1.07	11.9	-7.2	-8.0	-3.3
Cc1cc(C)cc(-n2ncc3c2CCCC3NC(=O)CN2CCCCC2=O)c1 (centres undefined)	-10.1	5.0	-19.8	1.2	1.05	11.7	-5.0	-3.1	-0.3
COc1cc(NC(=O)c2ccccn2)cc(OC)c1OC	8.6	0.1	-2.0	1.02	1.06	12.4	-5.9	14.2	1.3
O=C(O)c1ccc2c(c1)c1c3n2CCNC3CCC1 (centres undefined)	7.3	2.8	3.6	0.964	1	7.8	-0.4	-4.3	-5.9
CCOc1ccc(NC(=O)C2CCN(S(=O)(=O)c3c(C)n[nH]c3C)CC2)cc1	-5.3	5.8	-5.6	1.06	1.12	18.2	-12.4	-2.7	6.2
O=C(N/N=C/c1cccc(O)c1)c1ccc(COc2ccccc2Br)cc1	-12.8	0.1	-5.0	1.05	0.931	11.0	6.9	7.9	5.2
COc1ccc(CN2CCC(n3nccc3NC(=O)C3CCCC3)CC2)cc1	-18.0	6.1	-95.4	1.95	1.18	13.2	-18.2	1.9	-2.7
C[C@H]1CN([C@@H](C)CO)C(=O)c2cccc(NC(=O)C3CC3)c2O[C@H]1CN(C)Cc1ccc(-c2ccccc2)cc1	2.8	24.7	0.1	0.999	1.18	6.8	-17.5	6.5	-3.1
CCn1ccnc1CN(C)Cc1cn(-c2ccc(C)cc2)nc1-c1ccc(F)cc1	22.6	15.3	0.0	1	0.949	19.3	5.1	3.1	-9.3
NC(=O)c1ccc(NC(=O)COC(=O)c2ccc3c(c2)OCO3)cc1	-19.6	-12.5	-1.6	1.02	1.05	5.5	-5.1	-6.2	1.5
Cc1cccc(N(C(=O)c2snc(C(N)=O)c2N)C(C(=O)NCC2CCCO2)c2c[nH]c3ccccc23)c1 (centres undefined)	12.5	10.8	-4.9	1.05	1.11	9.7	-10.8	-2.5	-2.8
COc1cc(C(=O)ONC(=O)c2ccc(OC(F)F)cc2)cc(OC)c1OC	27.5	7.2	4.6	0.954	0.915	1.2	8.5	31.6	-1.0
CC(C)c1ccc(NC(=O)c2ccc(Br)o2)cc1	39.6	5.5	0.1	0.999	0.992	47.9	0.8	26.9	10.7
Cc1cc(=O)n2nc(N3CCCC3C(=O)NCCCN3CCCCC3)sc2n1 (centres undefined)	0.5	3.0	4.3	0.957	0.996	3.4	0.4	2.0	-8.5
CCN(CC)C(=O)Oc1ccc2c(=O)c(-c3ccccc3)coc2c1	54.1*	8.7	5.9	0.941	1.45	37.5	-45.2	25.1	-1.0
COC(=O)c1ccc(CN2C(=O)C(C)N(C(=O)c3c(F)cccc3F)c3ccccc32)cc1 (centres undefined)	24.4	19.4	12.6	0.874	0.952	13.8	4.8	-2.9	-1.3
O=C1CN(C(=O)COC(=O)c2cccc(S(=O)(=O)NCc3ccccc3)c2)c2ccccc2N1	11.8	5.2	10.2	0.898	0.737	17.3	26.3	4.1	-8.2
COc1cccc(C(c2nnnn2Cc2ccccc2)N2CCN(C(=O)c3ccco3)CC2)c1OC (centres undefined)	23.5	8.6	-4.7	1.05	0.975	2.1	2.5	19.7	-10.8
COc1ccc(C2CC(c3ccccc3)Nc3ncnn32)cc1 (centres undefined)	22.8	-445.3	-25.2	1.25	1.11	0.5	-11.4	10.7	-5.1
O=C(NC(=S)N1CCCc2ccccc21)c1ccco1	10.5	-17.6	-9.4	1.09	0.911	21.6	8.9	20.5	5.3
COc1ccc(NC(=O)CN(C)S(=O)(=O)c2ccccc2)cc1OC	-1.9	-3.3	20.1	0.799	0.927	11.5	7.3	-2.8	-2.5
COc1cc(NC(=O)COC(=O)c2cc(S(=O)(=O)N3CCCCC3)ccc2Cl)c(C)cc1[N+](=O)[O-]	6.7	7.8	-3.7	1.04	0.968	18.9	3.2	9.4	4.7
CCS(=O)(=O)N1CCN(C(=O)CC(C)C)CC1	0.9	-0.1	-5.2	1.05	0.955	9.2	4.5	-10.9	-5.0
COc1ccc(-c2cc3cc(C(=O)O)ccn3c2C(=O)c2ccccc2)cc1	3.6	-10.0	26.4	0.736	0.85	23.5	15.0	8.3	12.5
CCc1ccc(NC(=O)CC2C(=O)N(c3ccc(C)cc3)C(=O)N2CCc2ccncc2)cc1 (centres undefined)	20.5	3.2	-0.6	1.01	1.08	9.5	-8.3	6.6	-19.5
CCCS(=O)(=O)N1CCCC(C(=O)NCCc2ccc(OC)c(OC)c2)C1 (centres undefined)	-3.2	-1.9	-11.0	1.11	1.02	-1.3	-1.9	-9.8	-6.8
C[C@@]12C(=O)Nc3ccc(F)cc3C(=O)N1[C@H]1c3cc(Br)ccc3OC[C@@H]1[C@@H]2c1ccccc1	19.7	10.2	-9.3	1.09	0.936	20.8	6.4	37.4	-7.0
Cc1ccc2cc(COC(=O)c3ccco3)c(=O)[nH]c2c1	11.2	5.0	0.9	0.991	1.04	23.4	-3.7	22.3	-1.3
O=C(c1ccc(-c2ccccc2)c(F)c1)C1CCCN(CCCn2cccn2)C1 (centres undefined)	-10.9	10.4	-0.3	1	1.1	26.3	-10.1	14.7	-2.5
CC(NC(=O)COC(=O)CCc1nc2ccccc2c(=O)[nH]1)c1ccccc1 (centres undefined)	6.2	-6.3	-0.9	1.01	0.916	-1.8	8.4	-21.5	-9.3
NNC(=O)CNC(c1ccccc1)c1cc(Br)ccc1NC(=O)c1ccccc1Br (centres undefined)	22.7	22.1	9.3	0.907	1	-8.1	-0.3	16.8	6.9
COc1ccc([N+](=O)[O-])cc1NC(=O)c1cc(C)c(C)o1	17.5	-0.8	-9.4	1.09	0.981	13.4	1.9	-13.3	5.3
COc1ccc(OC)c(-c2oc3ccccc3c(=O)c2O)c1	-6.7	3.4	-9.9	1.1	1.02	18.4	-2.0	-7.1	-5.4
Cc1cc(C)c[n+](CC(=O)c2ccc(C)c([N+](=O)[O-])c2)c1	-10.9	-10.6	-26.3	1.26	1.01	22.0	-0.9	-11.8	-5.7
O=C1OC(Oc2ccccc2)(c2ccccc2)c2ccccc21 (centres undefined)	-2.1	8.0	-12.3	1.12	0.91	-12.2	9.0	16.9	11.7
O=C(CN1CCN(S(=O)(=O)/C=C/c2ccccc2)CC1)Nc1ccccc1N1CCOCC1	-29.2	8.1	-1.5	1.01	1.09	-7.4	-8.8	1.6	-9.1
Cc1ccc(S(=O)(=O)N2CCN(C(=O)Cc3ccccc3)CC2)cc1	31.6	-4.1	-1.4	1.01	1.05	12.1	-5.3	7.9	-2.1
